Source: PubChem
Large T inhibition = SV40 large T antigen inhibitors, biochemical (AID 1903); SV40 large T antigen ATPase/helicase inhibition assay; higher % means a stronger effect; inhibition, % at 20 µM, or IC50 in µM where a hit was titrated; 310,000 compounds, 0.39% hits; in the data active = a potency from the dose series; inconclusive = inhibition mostly from about 32% at the one dose, without a potency; inactive = the rest, 99 in 100 with inhibition below about 32%; also: strong numbers were not always called active
human PMI inhibitors = MPI inhibition at elevated mannose 6-phosphate – biochemical, fluorescence intensity, high mannose 6-phosphate, primary screen (AID 1220) | 190,000 compounds, 0.66% hits | one-dose inhibition, % at 20 µM; IC50 in µM for titrated hits | recombinant PMI enzyme, coupled fluorescence intensity; higher % means a stronger effect
West Nile antiviral = inhibition of WNV-induced cytopathic effect – cell-based, CPE readout (AID 1621); West Nile virus-infected cells, CPE inhibition; higher % means a stronger effect; one-dose CPE inhibition, % at 10 µM; IC50 in µM for titrated hits; 290,000 compounds, 0.02% hits; in the data active = a potency from the dose series; inconclusive = CPE inhibition mostly from about 3.7% at the one dose, without a potency; inactive = the rest, 99 in 100 with CPE inhibition below about 2.2%; also: strong numbers were not always called active
RSV antiviral HEp-2 = RSV antiviral activity via CPE protection, HEp-2 cells, primary 10 µM value included (AID 2391). HEp-2 cells, RSV-induced CPE inhibition; higher % means a stronger effect. CPE inhibition, % at 10 µM; hits with a dose series show IC50 in µM. 310,000 compounds, 0.13% hits; in the data active = a potency from the dose series; inconclusive = CPE inhibition mostly from about 23% at the one dose, without a potency; inactive = the rest, 99 in 100 with CPE inhibition below about 21%; also: strong numbers were not always called active
human PMI inhibition = inhibitors of human PMI, primary screen, biochemical, fluorescence intensity, coupled assay (AID 1209); purified PMI enzyme, coupled fluorescence intensity; higher % means a stronger effect; inhibition, % at 20 µM, or IC50 in µM where a hit was titrated; 190,000 compounds, 0.42% hits;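 also: plate controls were DMSO vehicle for no effect and wells lacking substrate for full effect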
ER stress rescue = rescue of cells from ER stress-induced death, primary screen, 384-well, CSM14.1, thapsigargin, ATP luminescence (AID 1222) | cellular ATP content (survival), % at 20 µM; hits with a dose series show EC50 in µM | CSM14.1 thapsigargin-induced death rescue, ATP luminescence; higher % means a stronger effect | 190,000 tested, under 10 active;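 active = EC50 below 50 µM in the dose-response confirmation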;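 also: death triggered by thapsigargin at about 15 µM added after 2 h compound pretreatment; cell ATP read after overnight thapsigargin exposure of roughly 18 to 22 hours; normalized against plate controls of thapsigargin alone and 5% DMSO vehicle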
Insulin prom up = MIN6 insulin promoter up-regulation; MIN6 insulin promoter-GFP reporter, high-content imaging; active compounds read high; z-score at 5 µM; 190,000 compounds, 0.3% hits;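 active = z-score above 3 at 5 µM with at least 500 cells counted in the well; inconclusive = wells under 500 cells, flagged as cytotoxic or low count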
Salmonella PhoP GFP = PhoP-dependent GFP reporter repression – Salmonella Typhimurium, primary screen (AID 1863). S. Typhimurium PhoP-regulated promoter GFP reporter, 4 h; higher % means a stronger effect. inhibition, % at 50 µM; hits with a dose series show IC50 in µM. 300,000 compounds, 0.16% hits;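 active = inhibition over 29.93%, a cutoff 3 SD above the screen mean, later confirmed by dose response; inconclusive = inhibition over 29.93% but no dose response follow-up; inactive = inhibition at most 29.93% or unconfirmed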;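 also: 0% = low Mg2+ inducing control and 100% = high Mg2+ repressing control; strong numbers were not always called active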
TNAP activators = human TNAP enzyme activators, primary screen, biochemical, luminescent, no phosphate acceptor, uHTS (AID 1001); purified TNAP, luminescent activation assay, no phosphate acceptor; higher activation fold means a stronger effect; activation fold at 20 µM, or EC50 in µM where a hit was titrated; 200,000 compounds, 0.03% hits; in the data active = activation fold from about 3, or a potency from the dose series; inactive = the rest, 99 in 100 with activation fold below about 1.6; also: many of its hits are not listed in these tables
Insulin prom up cell count = recorded beside Insulin prom up, whose call it bears; cell count; measured here: cytotoxicity, nuclei count;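 total cells summed across four imaged fields per well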
Numbers without * were called inactive; u = inconclusive; x = not tested or not shown. Rule as the data show it, unless noted: active = inhibition above about 50%; inactive = the rest.

SMILES	Large T inhibition	human PMI inhibitors	West Nile antiviral	RSV antiviral HEp-2	human PMI inhibition	ER stress rescue	Insulin prom up	Insulin prom up cell count	Salmonella PhoP GFP	TNAP activators
CSc1ncccc1C(=O)N(C)CC(=O)Nc1ccc(Cl)cc1	7%	x	-0.6%	0.8%	x	x	x	x	1%	x
O=C(CSc1n[nH]c(-c2ccncc2)n1)NC1CCS(=O)(=O)C1 (stereo not given)	4%	46%	0.9%	0.6%	77%*	-0.8%	0.15	961	1%	1.1
COc1ccccc1OC(=O)c1cc(Cl)nc2ccccc12	7%	14%	0.7%	-0.3%	18%	-0.8%	-0.31	1825	0%	1
O=C(C1COc2ccccc2O1)N1CCN(c2ccccc2)CC1 (stereo not given)	-3%	0%	-0.3%	1.9%	-2%	x	0.39	937	1%	0.9
CCN1C(=O)C(CC(=O)Nc2cc(C)ccc2C)SC1=Nc1ccc(S(N)(=O)=O)cc1 (stereo not given)	3%	-6%	0.1%	x	-8%	-5.4%	x	x	-14%	1.1
O=C(NCc1ccccc1)c1ccc(N2CCC3(CC2)CC(c2ccc(Cl)cc2)=NO3)c([N+](=O)[O-])c1	8%	x	-1.1%	5.7%	x	x	x	x	3%	x
COC(=O)CNC(=O)c1c(-c2c(Cl)cccc2Cl)noc1C	20%	-6%	0.0%	0.0%	-2%	-2.5%	-0.2	1214	0%	1.1
NC(=O)c1oc2ccccc2c1NC(=O)C1CCCCC1	1%	16%	0.2%	0.3%	17%	0.4%	0.64	1578	-8%	1.1
Cc1ccc(NC(=O)CSc2ncn[nH]2)cc1	7%	-10%	0.2%	1.4%	-13%	0.1%	0.92	1126	1%	1
O=C(CCn1c2c(c3ccccc31)CCCC2)NNC(=O)c1ccccc1[N+](=O)[O-]	7%	-2%	-0.2%	2.7%	7%	-2.6%	0.35	1458	10%	1.7
COc1cc(C(=O)O/N=C2\C=CC(=O)C=C2C)cc(OC)c1OC	21%	65%*	-0.3%	2.5%	46%	0.4%	0.86	1469	-16%	1
CC1SCC(=O)N(CC(=O)Nc2ccc3c(c2)OCCO3)C1=O (stereo not given)	9%	4%	0.0%	-0.2%	6%	-0.5%	0.34	1557	2%	1.1
COCCCNc1nc(-c2ccncc2)nc2ccccc12	1%	-2%	0.1%	4.2%	-2%	0.3%	-2.3	1233	-13%	1.1
CN(CCO)c1c2c(nc3cc(-c4cccc(F)c4)nn13)CCCC2	4%	11%	-0.8%	4.9%	14%	-3.9%	-0.2	1022	-12%	1.1
CCn1c(=O)c(C(=O)CN2CCN(Cc3ccc4c(c3)OCO4)CC2)c(N)n(Cc2ccccc2)c1=O	10%	-10%	-0.5%	-2.5%	-5%	-1.7%	-0.58	1485	-2%	1.1
O=C(CSc1ccc(-c2ccco2)nn1)N1CCCCC1	11%	18%	-0.7%	1.2%	1%	-2.2%	0.38	1054	1%	0.9
CC1CCCN(c2ccc(C(=O)NCc3ccc4c(c3)OCO4)cc2[N+](=O)[O-])C1 (stereo not given)	-2%	4%	-0.4%	u	12%	1.3%	-0.23	1473	-4%	0.9
C/C(CC(=O)Nc1ccc(F)cc1F)=N\NC(=O)C(=O)N1CCCCC1	8%	x	0.5%	0.3%	x	x	x	x	4%	x
OC1CN=C2C=CC=CN2C1 (stereo not given)	6%	12%	0.3%	1.1%	-5%	0.2%	1.2	1197	-2%	1
O=C(c1cccc(C(F)(F)F)c1)N1CCC2(CC1)NCCc1[nH]cnc12	13%	x	-0.4%	-0.8%	x	x	x	x	-8%	x
CN(Cc1cn[nH]c1-c1ccc(-c2ccccc2)cc1)CC1CCOCC1	12%	x	1.7%	-1.9%	x	x	-0.24	1003	-4%	x
Fc1cccc(Cl)c1/C=N/Nc1c(Cl)cncc1Cl	4%	8%	-0.9%	7.9%	7%	-1.6%	-0.39	1167	12%	1.1
CCOc1ccc(S(=O)(=O)Nc2ccc3c(c2)n(C)c(=O)n3C)cc1	6%	x	-0.7%	0.8%	x	x	x	x	6%	x
O=C(Nc1nnc(SCc2ccccc2)s1)c1cccc([N+](=O)[O-])c1	15%	19%	x	9.9%	20%	-1.1%	0.21	1405	-6%	1.1
Cc1nnc(NC(=O)c2ccc(S(=O)(=O)C(F)F)cc2)s1	4%	x	-0.1%	2.3%	x	x	-0.18	1346	-10%	x
Cc1ccc(Cn2nnc3c(=O)n(Cc4cc(C)ccc4C)cnc32)cc1	5%	2%	-1.1%	-0.2%	3%	0.3%	-0.1	1099	-9%	1
CCOC(=O)c1cc(-c2ccccc2)n(CC(=O)Nc2ccc(OCC)cc2)c1C	6%	-3%	-0.3%	1.4%	-3%	-1.3%	-0.06	1493	-8%	1.2
Cc1ccc(Cl)cc1N(Cc1ccc(C(=O)NCc2cccnc2)cc1)S(=O)(=O)c1ccccc1	-5%	4%	x	8.7%	9%	-2.5%	-2.3	993	5%	1.1
CCc1cccc(NC(=O)C2CCN(S(=O)(=O)c3c(C)noc3C)CC2)c1	3%	-5%	0.3%	-1.1%	-6%	-0.9%	0.02	1136	2%	1.1
O=C(O)CSCC(=O)N1CCN(S(=O)(=O)c2cc(Cl)cc(Cl)c2)CC1	4%	x	0.6%	2.8%	x	x	0.29	1140	-7%	x
COc1cccc2cc(C(=O)N(Cc3cccs3)CC3CCCO3)c(=O)oc12 (stereo not given)	5%	13%	-0.9%	1.5%	8%	-1.8%	1.5	1152	-8%	1.1
N#Cc1c(-c2ccc(F)cc2)cc(-c2ccccc2)nc1SCC(=O)NCC(=O)O	15%	x	0.2%	2.4%	x	x	0.69	1412	-11%	x
CCOC(=O)Cn1nnc(-c2ccc([N+](=O)[O-])cc2)n1	x	7%	0.1%	-0.8%	11%	0.8%	x	x	x	1
Cc1cc(Cl)c2oc(C(=O)N(CCO)Cc3ccccc3)c(C)c2c1	12%	x	-0.2%	17%	x	x	x	x	0%	x
O=C(CN1C(=O)NC2(CCCC2)C1=O)Nc1ccccc1N1CCCC1	13%	x	-0.2%	1.2%	x	x	x	x	-5%	x
O=C(O)CCc1nc2cccnc2n1Cc1ccccc1	2%	-1%	0.1%	0.4%	2%	-1.1%	0.15	1240	-1%	1.1
COc1cccc(CNC(=O)Nc2cccs2)c1	5%	-6%	0.4%	-1.6%	-7%	-0.6%	-0.02	1394	0%	1.2
Cc1ccc(OCCOC(=O)c2nc3nccc(C)n3n2)cc1	2%	0%	0.1%	-0.9%	-3%	2.3%	-0.66	1621	-5%	1.1
N#Cc1cnn(-c2ccccc2)c1NC(=O)CN1CCOCC1	6%	x	0.9%	0.4%	x	x	1	1077	11%	x
CC(C)Oc1ccc(C2CC(=O)N(c3cccc(/C=C/C(=O)O)c3)C2=O)cc1 (stereo not given)	4%	x	0.2%	6.0%	x	x	x	x	0%	x
CCCCC1CCC(C(=O)NCc2ccc3c(c2)OCO3)CC1 (stereo not given)	15%	1%	-0.2%	-1.3%	-1%	-0.5%	0.38	931	-5%	1.1
COc1ccc(NS(=O)(=O)c2cccc(C(=O)OCC(=O)NC3CC3)c2)cc1	17%	x	0.1%	0.5%	x	x	x	x	-8%	x
Cc1c(CCC(=O)NCCCn2ccnc2)c(=O)oc2c(C)c3oc4c(c3cc12)CCCC4	9%	x	-0.2%	6.0%	x	x	x	x	-1%	x
O=C(Oc1ccccc1)n1c(=S)oc2ccccc21	17%	3%	-0.6%	-0.1%	5%	-1.5%	-0.01	1346	-10%	1.1
Cc1ccccc1N1CCN(C2CCCN(C(=O)c3csc(C(C)C)n3)C2)CC1 (stereo not given)	16%	x	-0.8%	0.5%	x	x	x	x	-3%	x
Cc1cccc(C(=O)NCCN2CCN(c3ccccc3)CC2)c1	27%	4%	-0.4%	-0.1%	19%	-2.4%	-0.15	1191	7%	1.1
O=C(NC1=NCCS1)c1sc2cc(Cl)cc(Cl)c2c1Cl	7%	-3%	0.5%	17%	-17%	2.9%	1.2	1451	-14%	1
CC(C)CN(C(=O)COC(=O)CNC(=O)c1ccccc1F)C1CCS(=O)(=O)C1 (stereo not given)	6%	9%	0.2%	2.4%	4%	-1.1%	0.17	1339	-5%	1
Cc1ccc(C(=O)Nc2ccc(Cl)cn2)cc1S(=O)(=O)N1CCOCC1	1%	0%	0.2%	8.8%	1%	-0.9%	1.1	1270	8%	1
C=C1C(C(=O)N2CCN(C)CC2)C1C(=O)N1CCN(C)CC1 (stereo not given)	9%	22%	0.9%	0.2%	17%	-0.4%	x	x	-10%	1.1
COc1cccc(CN2C[C@]34C=C[C@@H](C[C@@H]3S2(=O)=O)O4)c1	20%	x	-0.5%	3.1%	x	x	1.7	587	1%	x
CCOC(=O)C(C)Oc1cccc2c(=O)n(CC(=O)N3CCc4ccccc43)ccc12 (stereo not given)	4%	19%	0.1%	1.3%	19%	0.1%	-0.08	2010	3%	1
Cc1cccc(/C=N/NC(=O)c2cc(Br)ccc2OCc2ccccc2)n1	1%	x	0.8%	1.7%	x	x	x	x	4%	x
Nc1ccc(C(=O)OCc2nc3ccccc3s2)cc1	2%	5%	-0.4%	4.4%	13%	2.9%	-0.23	1334	-9%	1.1
COc1cc(OC)cc(C(=O)NCC2CCCN(C(=O)c3csc(C(C)C)n3)C2)c1 (stereo not given)	13%	x	-0.1%	1.9%	x	x	x	x	-3%	x
O=C(O)CN1C(=O)/C(=C2\C(=O)N(Cc3ccccc3Cl)c3ccccc32)SC1=S	28%	x	0.1%	-0.2%	x	x	x	x	6%	x
O=C(CSc1nnc(-c2cccnc2)n1CCN1CCCCC1)Nc1cccc(Cl)c1	9%	-9%	-1.2%	1.7%	-14%	-2.2%	0.13	1219	-7%	1
CC1=NOC(=O)/C1=C\c1ccc(-c2ccc(Br)cc2)o1	12%	-19%	-0.9%	x	-13%	-1.3%	x	x	-1%	1
O=C(CSc1nc2cc(C(=O)O)ccc2c(=O)n1-c1ccc(F)cc1)Nc1ccc(F)c(F)c1F	9%	x	-0.1%	1.2%	x	x	x	x	-4%	x
COc1ccc(NC(C)C(=O)Nc2ccc(C#N)cc2)cc1Cl (stereo not given)	1%	-1%	-0.2%	6.5%	-4%	-0.6%	0.85	1016	-3%	1.2
O=C(c1ccc(-c2ccccc2)cc1)N1CCN(c2ccccn2)CC1	12%	16%	-0.5%	1.3%	8%	x	0.54	1244	-14%	1
Cc1nc(-c2coc3cc(OCC(=O)O)ccc3c2=O)cs1	0%	-14%	-0.3%	0.5%	-20%	-3.7%	0.49	1331	3%	1
CCCCCNC(=O)C(=O)C1C(=O)Nc2ccccc21 (stereo not given)	17%	x	0.1%	-0.7%	x	x	0.99	990	-11%	x
